Compound activity from PubChem BioAssay.
p53 reactivator = restores transcriptional activity of mutant p53; H1299 p53-A138V BP100-luciferase reporter, luminescence, 24 h; hit rate 0.063% among 320,000; Potency, µM (titrated, usually from 92.2 µM), for inactives: top-dose activity change, positive = activation, usual class: activators; AID 504706; further: potency means the concentration at half of the fitted maximal effect; % of control where 0% means no effect; nearly all actives have a fitted effect of over 45% in size
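H1299 (p53-null), stable ts p53-A138V + BP100-Luc; 1000 cells/well, Opti-MEM/10% FBS; cpd 4 pt, 1:5; 24 h, 37 deg C, 5% CO2; detection reagent 10 min RT; luminescence.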
FLuc counter = inhibits or activates purified firefly luciferase, miR-21 counter-screen. Potency, µM (series often up to 57.5 µM), inactives show at the top dose activity change, negative = inhibition, actives largely listed as inhibitors. hit rate 6.9% among 360,000. purified FLuc, Km substrates, luminescence inhibition;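 further: potency means the concentration at half of the fitted maximal effect; plate controls were vehicle for no effect and reference inhibitor for full effect; nearly all actives have a fitted effect of over 55% in size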
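Purified P. pyralis luciferase, 10 nM final, with Km-level 10 uM D-luciferin and 10 uM ATP in 50 mM Tris acetate pH 7.5, 10 mM Mg acetate, 0.01% Tween-20, 0.05% BSA; 6-point qHTS titration about 60 µM downward; luminescence read.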
PKM2 activator = PKM2 (human) enzyme activation; P14618; purified PKM2, Kinase-Glo ATP luminescence, activation; response scale: 0% is enzyme alone, no compound; Potency, µM (titrated, usually from 57.5 µM), without a hit: at the highest dose activation, usual class: activators; hit rate 0.34% among 260,000; AID 1631; further: potency means the concentration at half of the fitted maximal effect; on the % scale 0 is the no-effect control and ±100 the full control effect; nearly all actives have a fitted effect of over 55% in size
Target sequence (P14618 whole entry, looked up): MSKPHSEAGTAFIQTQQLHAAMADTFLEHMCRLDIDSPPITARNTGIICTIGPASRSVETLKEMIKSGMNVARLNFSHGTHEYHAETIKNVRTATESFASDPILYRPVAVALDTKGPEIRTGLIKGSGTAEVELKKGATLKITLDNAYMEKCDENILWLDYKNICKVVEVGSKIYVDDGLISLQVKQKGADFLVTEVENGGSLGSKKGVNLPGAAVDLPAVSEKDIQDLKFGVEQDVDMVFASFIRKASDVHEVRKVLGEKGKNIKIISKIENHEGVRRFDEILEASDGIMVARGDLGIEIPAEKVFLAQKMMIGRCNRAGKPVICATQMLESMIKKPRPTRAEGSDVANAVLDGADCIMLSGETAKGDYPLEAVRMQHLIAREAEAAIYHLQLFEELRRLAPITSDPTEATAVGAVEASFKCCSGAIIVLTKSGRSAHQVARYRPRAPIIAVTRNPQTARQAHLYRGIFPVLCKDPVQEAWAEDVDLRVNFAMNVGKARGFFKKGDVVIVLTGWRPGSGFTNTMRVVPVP
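hPK-M2, >95% pure; 0.1 mM ADP / 0.5 mM PEP final; imidazole pH7.2 buffer w/ 7 mM MgCl2, 50 mM KCl; 1 h RT; Kinase-Glo lum. Intermediate enzyme activity for dual inhibitor/activator qHTS.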
NPC1 prom act = NPC1 promoter activation; Huh7 NPC1 promoter luciferase reporter, 24 h; hit rate 2.4% among 320,000; AID 485313; Potency, µM (top dose mostly 9.22 µM), for the others: at the highest dose activation, most hits filed as activators;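 further: potency means the concentration at half of the fitted maximal effect; % of control where 0% means no effect; nearly all actives have a fitted effect of over 60% in size; reporter is driven by a mutant NPC1 promoter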
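Luciferase expression driven by the NPC1 promoter was measured in stably transfected Huh7 cells after a 24 h compound incubation, using a luciferase reagent and a luminescence read.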
RORg inh = ROR gamma (mouse) transcription inhibition; P51450; Drosophila S2 Gal4-RORgamma UAS-luciferase reporter, 20 h; Potency, µM (doses to about 53.6 µM), without a hit: top-dose activity change, negative = inhibition, most hits filed as inhibitors; hit rate 5.4% among 310,000; AID 2551; further: potency means the concentration at half of the fitted maximal effect; on the % scale 0 is the no-effect control and ±100 the full control effect; nearly all actives have a fitted effect of over 60% in size
Target sequence (P51450 whole entry, looked up, the tested form may be a part): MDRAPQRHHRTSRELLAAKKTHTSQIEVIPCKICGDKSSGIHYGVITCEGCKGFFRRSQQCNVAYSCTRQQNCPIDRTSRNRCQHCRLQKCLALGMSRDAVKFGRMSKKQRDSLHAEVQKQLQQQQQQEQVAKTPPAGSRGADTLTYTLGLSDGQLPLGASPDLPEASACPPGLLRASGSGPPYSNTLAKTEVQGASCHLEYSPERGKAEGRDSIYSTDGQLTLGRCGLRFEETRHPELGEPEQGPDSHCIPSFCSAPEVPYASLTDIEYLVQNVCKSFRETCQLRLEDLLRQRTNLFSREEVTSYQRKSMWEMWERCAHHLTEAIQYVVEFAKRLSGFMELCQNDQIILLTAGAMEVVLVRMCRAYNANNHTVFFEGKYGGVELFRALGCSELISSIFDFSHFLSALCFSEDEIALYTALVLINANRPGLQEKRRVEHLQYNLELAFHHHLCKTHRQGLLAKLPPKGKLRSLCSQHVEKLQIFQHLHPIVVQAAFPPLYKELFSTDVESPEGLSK
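A Gal4/UAS one-hybrid system in insect cells: metallothionein-promoter Gal4–ROR gamma fusion plus Photinus luciferase reporter. Copper sulfate 700 uM final, 20 hr ambient incubation, luminescent detection after 10 min with reagent.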
Menin MLL FP TR = menin-MLL binding inhibition, Texas Red mutant peptide; hit rate 0.23% among 270,000; AID 1768; Potency, µM (doses to about 61.6 µM), without a hit: top-dose FP activity change, negative = inhibition, usual class: inhibitors; Menin + Texas Red MLL mutant peptide, fluorescence polarization; O00255; active means well fitted inhibition curve with a large enough effect in the polarisation, with a control signal flat, not every such curve was filed as active; inconclusive means small, poorly fitted or top-dose-only effect, or effect the other way, or a change in a side signal; inactive means no such curve, though single readings can be large or run the other way; the % refers to the polarisation; further: potency means the concentration at half of the fitted maximal effect; % of control where 0% means no effect; many of its hits are not listed in these tables
Gal4-VP16 FLuc = inhibits Gal4-VP16 luciferase reporter, ROR gamma counter-screen; Drosophila S2 Gal4-VP16 UAS-luciferase, luminescence, 20 h; Potency, µM (highest dose often 53.6 µM), without a hit: top-dose activity, negative = inhibition, usual class: inhibitors; hit rate 3.5% among 310,000; AID 2546;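 further: Gal4-VP16 expression switched on by copper sulfate through the metallothionein promoter; potency means the concentration at half of the fitted maximal effect; on the % scale 0 is the no-effect control and ±100 the full control effect; nearly all actives have a fitted effect of over 50% in size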
Rab9 prom act = activates the Rab9 promoter; Potency, µM (doses to about 9.22 µM), inactives show top-dose activation, negative = inhibition, usual class: activators; AID 485297; Huh7 Rab9 promoter-luciferase reporter, luminescence, 24 h; hit rate 2.8% among 320,000; further: potency means the concentration at half of the fitted maximal effect; % of control where 0% means no effect; nearly all actives have a fitted effect of over 60% in size
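Steps: seed 1500 Huh7 Rab9-luc cells per well, rest 2 h at 37 °C; add compound in DMSO; incubate 24 h; add luciferase reagent, 10 min ambient; read luminescence.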
Giardia kill = Giardia lamblia killing; Giardia lamblia trophozoite viability; activity change, % at 7.66 µM, hits read low; hit rate 0.15% among 340,000; AID 540267; in the data active means activity change below about -80%; inconclusive means between about -30% and that limit;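 further: parasites exposed to compound for two days anaerobically before the ATP read; on the % scale 0 is the no-effect control and ±100 the full control effect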
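Giardia trophozoites, 100 cells per well, were exposed to compounds for 48 hrs at 37 deg C under anaerobic conditions; viability was then read as ATP content by bioluminescence after 15-30 min at room temperature.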
BRCA1 expr up = BRCA1 expression activation. MCF7-BRCA1-FFLuc reporter, luminescence, 48 h; response scale: scaled: vehicle 0%, 10 µM genistein 100%. Potency, µM (doses to about 46.1 µM), for the others: at the top dose activation, actives largely listed as activators. hit rate 1.1% among 380,000. AID 624202; further: potency means the concentration at half of the fitted maximal effect; nearly all actives have a fitted effect of over 80% in size; some results filed as inactive show a strong effect at the top dose
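MCF7-BRCA1-FFLuc cells, 2000/well in phenol-red-free MEM, attached 2 h then treated 48 h at 37 C. Luciferase luminescence read 15 min after reagent; normalized to genistein maximum activation (10microM) and DMSO, concentration-response fitted.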
ELG1 genotoxic = induces genotoxicity in HEK293T cells with luciferase-tagged ELG1. hit rate 1.3% among 330,000. HEK293T ELG1-luciferase reporter, luminescence, 16 h. Potency, µM (doses to about 46 µM), without a hit: top-dose activity change, positive = activation, most hits filed as activators; further: potency means the concentration at half of the fitted maximal effect; % of control where 0% means no effect; nearly all actives have a fitted effect of over 60% in size
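Genotoxicity was scored as increased ELG1-luciferase reporter signal, measured by ONE-Glo luminescence (30 min, room temperature). Compound or vehicle exposure of the HEK293T reporter cells lasted 16 hr at 37°C.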
Numbers without * were called inactive; u = inconclusive; x = no result given; [ ] = another dose, or the depositor's remark. Unless noted, the call rests on the fitted dose curve; in most records, active means well fitted curve in the direction sought with a large enough effect; inconclusive means small, poorly fitted or top-dose-only effect, or another doubt; inactive means no such curve, though single readings can be large; an effect the other way counts as inactive or inconclusive. Only part of the results is shown, so the mix of outcomes need not match the whole.

SMILES	p53 reactivator	FLuc counter	PKM2 activator	NPC1 prom act	RORg inh	Menin MLL FP TR	Gal4-VP16 FLuc	Rab9 prom act	Giardia kill	BRCA1 expr up	ELG1 genotoxic
CCOc1cccc(C(=O)Nc2cnn(Cc3ccccc3)c2)c1	-2%	-19%	6%	3%	37%	x	2%	2%	2	0%	5%
CC(=O)C1=C(C)NC(SCc2ccc(C#N)cc2)=C(C#N)C1c1ccco1 (configuration not stated)	-2%	2%	4%	-3%	25%	11%	0%	0%	-5	-18%	0%
Cc1ccc(-c2noc(C3CCCN(C(=O)c4ccccc4Br)C3)n2)o1 (configuration not stated)	18%	u	x	u	14%	-17%	u	u	2	10µM*	19%
O=C(NCc1ccccn1)Nc1ccc(Cl)cc1Cl	u	u	-2%	3.2µM*	0%	1%	1%	u	-29	7.9µM*	u
Cc1[nH]c(=S)c(C#N)c(C)c1Cc1ccc(Cl)cc1Cl	-2%	2%	0%	-5%	3.2µM*	x	20µM*	-3%	3	0%	-3%
O=C(N/N=C/c1cc(Cl)cc(Cl)c1O)c1ccncc1	u	-3%	0%	-38%[inhibitor]	3.2µM*	x	u	-29%	-12	-75%	1%
Cc1ccc2oc(=O)c(/C=C(\O)CC(C)C)nc2c1	u	5%	8%	-5%	u	12%	u	-3%	27	-41%	-3%
Cc1c(Cl)cccc1NC(=O)C(=O)NNC(=O)c1ccccc1F	-2%	-15%	-5%	3%	14µM*	-13%	u	1%	-4	-22%	-3%
Cc1ccc(-c2n[nH]c(=S)n2/N=C/c2ccncc2)cc1	0%	-13%	-9%	0%	11µM*	-1%	u	9%	-2	0%	-12%
O=C(CCC(=O)N1CCCCCC1)Nc1ccc([N+](=O)[O-])cc1	-1%	-1%	1%	0%	24%	x	4%	9%	-23	-1%	11%
CCOC(=S)NC(=O)c1sc2ccccc2c1Cl	15%	u	7%	-3%	1.3µM*	u	5.6µM*	-7%	4	0%	-1%
CC1CCc2sc(C(=O)OCC(=O)NCc3ccc(F)cc3)cc2C1 (configuration not stated)	-1%	0%	-10%	3%	-40%	-6%	u	-1%	-5	7%	2%
COc1ccc(-c2sc3cc4c(cc3c2C#CC2(O)CCCCC2)OCO4)cc1	-9%	4%	x	-6%	x	x	x	4%	-15	-42%	-1%
CC(C)(C)c1ccc(/C=C2\SC(=O)N=C2N)cc1	5%	-6%	0%	18%	-12%	u	23%	3%	-19	79%	-6%
CCOc1ccc(N(CC(=O)NCCSCc2ccccc2)S(=O)(=O)c2ccccc2)cc1	-11%	-1%	-2%	-1%	u	x	-15%	-1%	15	-48%	-19%
Cc1cc(C)cc(NS(=O)(=O)c2cnc(Cl)c(Cl)c2)c1	1%	-2%	0%	3%	u	12%	-12%	10%	-7	-71%	-2%
O=Cc1ccc(B(O)O)cc1	x	x	-1%	x	-14%	17%	4%	x	11	3%	x
Cc1ccc(CSc2nnc(-c3ccncc3)n2C)cc1	-1%	0%	0%	-1%	-4%	-12%	-2%	7%	-2	8%	u
CCN(CC)C(=O)c1c[nH]c2ccc(S(=O)(=O)Nc3cc(C)cc(C)c3)cc2c1=O	-9%	u	-1%	-2%	11%	-12%	-1%	-3%	-7	-27%	-3%
CC(C)C(c1nnnn1Cc1ccc(F)cc1)N1CCN(C2CCCC2)CC1 (configuration not stated)	-2%	1%	-4%	-1%	19%	u	-7%	-21%	1	-12%	-4%
COc1ccc(OCCSc2nnc(-c3ccccc3)n2N)cc1	-2%	-1%	5%	0%	u	8%	6%	7%	-9	-6%	0%
COCCNC(=O)CSc1nnc(NC(=O)C2CC(=O)N(c3ccccc3OC)C2)s1 (configuration not stated)	14%	-3%	-1%	0%	-19%	x	5%	7%	11	2%	2%
COc1ccc(C(=O)NCC(=O)OCc2csc(-c3ccccc3)n2)cc1	u	17µM*	0%	1%	30%	7%	13%	0%	-9	39%	5%
O=S(=O)(NCc1cccs1)c1cccc2cccnc12	6%	3%	5%	1%	6%	6%	-2%	0%	1	21%	0%
COc1ccc([C@]23Cc4ccccc4C(O2)C2=C(O3)C(=O)c3ccccc3C2=O)cc1	x	u	1%[11.5 µM]	0%[1.84 µM]	0%[10 µM]	u	-12%[10 µM]	-2%[1.84 µM]	x	x	x
Cc1c(Cl)cccc1NC(=O)Cn1c(-c2ccc(F)cc2)noc1=O	-2%	u	-5%	-3%	5%	u	u	-15%	-8	0%	-2%
COc1cc(C2c3c(c(C)c(C)oc3=O)Oc3c(C)c(C)oc(=O)c32)ccc1OS(=O)(=O)c1ccc(C)cc1	35%	0%	x	-11%	x	x	x	-2%	21	13%	1%
Cc1cc(C)n(-c2nc3c(c(=O)[nH]c(=O)n3C)n2C(C)C)n1	-4%	6%	7%	-2%	u	u	-11%	-4%	-11	13%	5%
Cc1cc(C)cc(-n2cc(C(=O)O)c(=O)cc2C)c1	-1%	-2%	-2%	-5%	25%	-2%	9%	-4%	-9	18%	0%
COc1ccc2c3c(cccc13)OCC2=O	2%	0%	5%	2%	-10%[10 µM]	9%	0%	-9%	28	1%	-3%
CCOC(=O)c1c(C=O)c2ccccc2n1CC	6%	-16%	0%	-3%	14%	10%	2%	0%	0	-1%	0%
COc1cccc(NC(=O)c2cn(C)c(=O)c3cc(OC)c(OC)cc23)c1	3%	4%	6%	-8%	5%	-13%	-3%	1%	1	1%	-5%
O=C(c1cc2cc(Br)ccc2oc1=O)N1CCCC1	-2%	1%	8%	0%	12%	6%	10%	-2%	-1	3%	4%
Cc1cccn2c(CN3CCCN(C=O)CC3)c(C(=O)N(C)CCc3ccccc3)nc12	-6%	3%	3%	-2%	-11%	u	-10%	1%	-7	-24%	0%
Cc1ccc(CNC(=O)C2CC3Cn4c(nc5cc6ccccc6cc54)C3N2C)o1 (configuration not stated)	2%	-2%	0%	3%	2%	x	21%	-5%	-2	0%	1%
CC1Cc2ccccc2N1C(=O)C1CC(=O)N(c2ccccc2)C1 (configuration not stated)	-2%	-2%	0%	-7%	20%	6%	-8%	1%	-24	-14%	-3%
CN(CC(=O)Nc1ccc(Cl)cc1)c1ccc(S(=O)(=O)N2CCCCC2)cc1[N+](=O)[O-]	15%	3%	-9%	-1%	u	u	u	1%	-3	-49%	-9%
N/C(=N\S(=O)(=O)c1cccs1)c1ccccc1	0%	7%	-2%	-3%	15%	23%	5%	9%	-7	0%	-2%
CC(C)C(=O)NN(C(=O)C(C)C)c1nc2ccccc2s1	0%	5%	1%	-5%	2%	x	-5%	-5%	10	-2%	1%
CCOC(=O)C1=C(C)N=c2s/c(=C\c3ccc(OCC(=O)O)cc3)c(=O)n2C1c1ccccc1OC (configuration not stated)	9%	0%	x	-5%	6%	u	5%	0%	-7	-2%	2%
Cc1ccc2c(c1)nnn2C1CCN(C(=O)C23CC4CC(CC(C4)C2)C3)CC1	-9%	5%	-7%	-1%	15%	-18%	5%	-7%	-3	-10%	-4%
Cc1nn(C(=O)c2c([N+](=O)[O-])cnn2C)c(C)c1Cl	0%	-2%	-5%	-2%	-15%	u	-6%	-3%	2	0%	-2%
CCCC(=O)Nc1nc(C)c(-c2csc(Nc3ccccc3OC)n2)s1	1%	u	0%	-4%	30%	u	-9%	-7%	19	0%	0%
Clc1ccc(Nc2c3c(nc4ncnn24)CCC3)cc1	-5%	4%	-1%	-1%	u	x	-17%	-7%	6	-15%	-3%
CCOc1ccc(N(CC(=O)NC2CCCC2)C(=O)CCC(=O)Nc2nccs2)cc1	-3%	0%	x	u	-22%	-19%	-3%	0%	u	-6%	0%
Cc1cc2cc(CNC(=O)c3ccc(S(=O)(=O)N4CCCC4)cc3)ccc2n1C	5%	6%	6%	-3%	-13%	u	4%	-4%	12	9%	1%
COC(=O)c1cn(C(=O)c2ccccc2)c2ccccc12	2%	1%	-2%	-3%	-9%	5%	-4%	0%	4	6%	6%
COc1ccc(CNCc2ccccc2[N+](=O)[O-])cc1OC	2%	3%	-4%	0%	1%	-8%	-5%	2%	-7	19%	0%
Cc1ccccc1N1CCN(C(=S)c2ccc([N+](=O)[O-])cc2)CC1	-6%	11%	2%	0%	15%	3%	0%	-3%	-10	-11%	-1%
O=C(CNS(=O)(=O)c1ccccc1)N1CCN(C(=O)c2ccco2)CC1	0%	1%	x	6%	x	x	x	0%	10	-3%	16%
